High-throughput results as filed in PubChem.
Neddylation inh: inhibitors of cullin neddylation, primary screen, biochemical, TR-FRET, uHTS, NAE and Ubc12; NEDD8-conjugating enzyme Ubc12 (Homo sapiens) + NEDD8-activating enzyme E1 regulatory …; hit rate 0.58% among 360,000; AID 651699, 2012; calls only at 25 µM; in the data active = inhibition above about 36%
SKN-1 block: suppressors of acrylamide-induced Pgst-4::GFP reporter in worms, primary screen, SKN-1 inhibitor project, whole organism, uHTS, GFP/RFP fluorescence ratio, strain VP596. C. elegans VP596 Pgst-4::GFP/RFP ratio, 24 h. inhibition, % at 21.8 µM. hit rate 0.49% among 360,000. AID 624304, 2012;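 active = interference check ratio from 0.5 to 1.5 plus GFP to RFP signal ratio inhibition reaching or exceeding a fixed threshold, cut at about 30% in these data, passing the limit was not always enough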; also: some compounds called inactive have numbers as strong as hits
PABP1 MLLE inh: inhibitors of PABP1 MLLE–PAM2 peptide binding, primary screen, biochemical, fluorescence polarization, FITC-PAM2, GST-MLLE; hit rate 0.36% among 360,000; inhibition, % at 20 µM; Polyadenylate-binding protein 1 (Homo sapiens), P11940; in the data active = inhibition above about 35%, passing the limit was not always enough;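 also: plate controls were DMSO wells with GST-MLLE for no effect and wells lacking GST-MLLE protein for full effect; some results filed as inactive read as strong as hits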
E coli Lon inh: inhibitors of E. coli Lon protease, primary screen, biochemical, fluorescence polarization | P0A9M0 | purified E. coli Lon protease | inhibition, % at 7.94 µM | hit rate 0.42% among 360,000 | AID 602123, 2011; in the data active = inhibition above about 13%, passing the limit was not always enough;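 also: 0% = enzyme with probe and DMSO and 100% = no enzyme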
Target sequence (P0A9M0 whole entry, looked up): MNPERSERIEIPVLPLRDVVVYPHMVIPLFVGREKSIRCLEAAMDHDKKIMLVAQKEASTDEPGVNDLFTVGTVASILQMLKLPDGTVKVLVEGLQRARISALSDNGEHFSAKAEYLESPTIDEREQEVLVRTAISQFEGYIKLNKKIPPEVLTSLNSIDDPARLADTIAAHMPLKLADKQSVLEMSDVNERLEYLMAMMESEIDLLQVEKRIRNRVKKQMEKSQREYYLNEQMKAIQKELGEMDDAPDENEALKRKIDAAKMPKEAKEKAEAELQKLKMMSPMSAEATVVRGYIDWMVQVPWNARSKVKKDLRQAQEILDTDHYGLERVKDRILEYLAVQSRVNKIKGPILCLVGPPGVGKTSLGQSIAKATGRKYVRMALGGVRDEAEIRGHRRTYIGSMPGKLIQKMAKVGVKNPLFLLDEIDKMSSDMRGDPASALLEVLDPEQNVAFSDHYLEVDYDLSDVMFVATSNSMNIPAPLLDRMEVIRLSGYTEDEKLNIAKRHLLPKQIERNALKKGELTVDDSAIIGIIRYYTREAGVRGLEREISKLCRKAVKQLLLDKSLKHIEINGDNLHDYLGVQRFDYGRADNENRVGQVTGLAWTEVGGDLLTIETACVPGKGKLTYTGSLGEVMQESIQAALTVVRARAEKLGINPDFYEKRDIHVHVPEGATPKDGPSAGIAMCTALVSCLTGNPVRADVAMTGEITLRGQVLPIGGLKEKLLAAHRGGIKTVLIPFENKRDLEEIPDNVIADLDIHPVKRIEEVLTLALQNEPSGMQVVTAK
FAS TE block: FAS thioesterase domain inhibitors, primary screen, biochemical, fluorescence intensity, uHTS; Fatty acid synthase (Homo sapiens), P49327; recombinant FAS-TE, OMFH fluorogenic substrate, fluorescence endpoint; inhibition, % at 15 µM; hit rate 0.67% among 360,000;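 active = compounds whose normalised, plate-corrected inhibition of enzyme fluorescence in the single-dose primary screen is 50% or more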;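 also: 0% = DMSO with enzyme and 100% = substrate without enzyme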
MT1-MMP act inh: blockers of MT1-MMP proenzyme processing, primary screen, HT1080 RFP-PRO-GFP cells, GFP/RFP fluorescence; GFP/RFP ratio fluorescence, overnight; percent of plate control window, DMSO zero; AID 651647, 2012; hit rate 0.061% among 360,000; Matrix metalloproteinase-14 (Homo sapiens), P50281; GFP/RFP ratio change, % at 20 µM;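 active = GFP/RFP ratio change of at least 30% with cell ATP level not reduced by more than half and red fluorescence within 50% of control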; also: strong numbers were not always called active
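Read-out: GFP/RFP fluorescence ratio; Test system: RFP-PRO-GFP reporter HT1080 cells; Compound dosing: single-point 20 µM compound, 1% DMSO; Times: overnight compound exposure at 37 °C.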
Rin1 Abl inh: inhibitors of Rin1-Abl protein binding, primary screen, biochemical, TR-FRET. Tyrosine-protein kinase ABL1 (Homo sapiens) + Ras and Rab interactor 1 (Homo sapiens), …. inhibition, % at 7.35 µM. hit rate 0.4% among 360,000. AID 588664, 2011; in the data active = inhibition above about 5%, passing the limit was not always enough
MsrA act: bovine MsrA enzyme activators, primary screen, biochemical, absorbance, HTS; hit rate 0.3% among 360,000; Methionine sulfoxide reductase A (Bos taurus); AID 602163, 2012; purified bovine MsrA, absorbance read-out; activation, % at 10.6 µM; in the data active = activation above about 7.5%;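 also: 0% = vehicle and 100% = reference activator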
NRP1-CendR mod: modulators of CendR peptide binding to NRP-1, primary screen, biochemical, fluorescence polarization, uHTS; Neuropilin-1 (Homo sapiens), O14786; FAM-RPARPAR peptide binding to NRP-1; inhibition, % at 25 µM; hit rate 0.85% among 360,000; AID 602438, 2012;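 active = inhibition or corrected inhibition above about 18%, plus a signal ratio from 0.5 to 1.5, limit read from the data, passing the limit was not always enough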; also: strong numbers were not always called active
* = called active by the depositor; i = inactive; nt = no result given. Rows were taken by chance (roughly 4% active in at least one column).

Sample of the layout (three entries):
SMILES | Neddylation inh | SKN-1 block | PABP1 MLLE inh | E coli Lon inh | FAS TE block | MT1-MMP act inh | Rin1 Abl inh | MsrA act | NRP1-CendR mod
CCc1ccc(S(=O)(=O)NCc2cn3ccccc3n2)s1 | i | -7 | -9 | -5 | -6 | 3 | 4 | -5 | -10
Nc1nc(Nc2ccccc2)nc(NCc2ccccc2)c1[N+](=O)[O-] | i | 9 | 6 | 0 | 33 | -3 | -3 | -1 | -5
S=c1[nH]nc(-c2ccc3ccccc3n2)n1-c1cc(Cl)cc(Cl)c1 | i | 4 | -64 | 3 | 0 | 4 | 2 | -1 | 14

All compounds of this part, repeating the preview:
SMILES | Neddylation inh | SKN-1 block | PABP1 MLLE inh | E coli Lon inh | FAS TE block | MT1-MMP act inh | Rin1 Abl inh | MsrA act | NRP1-CendR mod
CCc1ccc(S(=O)(=O)NCc2cn3ccccc3n2)s1 | i | -7 | -9 | -5 | -6 | 3 | 4 | -5 | -10
Nc1nc(Nc2ccccc2)nc(NCc2ccccc2)c1[N+](=O)[O-] | i | 9 | 6 | 0 | 33 | -3 | -3 | -1 | -5
S=c1[nH]nc(-c2ccc3ccccc3n2)n1-c1cc(Cl)cc(Cl)c1 | i | 4 | -64 | 3 | 0 | 4 | 2 | -1 | 14
CC1(O)C(=O)c2ccccc2N(c2ccccc2)C1=O (stereo not drawn) | i | -17 | -8 | 4 | -14 | 2 | 2 | -11 | -7
CCCCn1nc2cc(C(=O)NCc3ccco3)ccc2c1OCC | nt | -1 | -21 | 5 | -7 | -2 | 2 | -4 | 5
Nc1cc(=O)nc(SCC(=O)Nc2ccccc2Cl)n1-c1ccccc1 | i | 1 | -5 | -3 | -5 | 2 | 6 | -4 | 6
COc1ccc(NC(=O)Nc2cc(C)cc(C)c2)cn1 | i | -4 | 66* | 29 | -1 | -8 | 1 | -1 | 18
CCOC(=O)c1c(C)[nH]c(C(=O)COC(=O)CCS(=O)(=O)c2ccc(C)cc2)c1C | i | -1 | 2 | -5 | 15 | 1 | -1 | -6 | -13
CC(C)(C)OC(=O)N1CCCC(C(=O)Nc2ccc(C(=O)NC3CC3)cc2)C1 (stereo not drawn) | i | -4 | -8 | -12 | -7 | 1 | -3 | 1 | 9
O=C1C2C3c4ccccc4C(c4ccccc43)C2C(=O)N1c1ccncc1 (stereo not drawn) | i | -6 | 16 | -14 | -5 | 2 | 2 | -4 | 13
COC(=O)C1(C)NC(c2ccc(OC)cc2)C2C(=O)N(c3ccccc3)C(=O)C21 (stereo not drawn) | i | 4 | 3 | 3 | -4 | 0 | -2 | -2 | 12
COc1cc(/C=N/NC(=O)Cc2csc(N3CCOCC3)n2)cc(OC)c1O | i | 4 | -3 | -2 | -6 | 1 | 2 | -3 | 3
O=C(Nc1nnc(Cc2ccccc2)s1)c1ccco1 | i | 6 | -8 | -7 | -7 | 5 | 0 | -3 | -8
CCn1c(SCC(=O)N/N=C/c2ccc(C)s2)nc2ccccc21 | i | -3 | -2 | -8 | -4 | -1 | -1 | -3 | -13
CS(=O)(=O)Nc1ccc2c(c1)[C@@H]1C[C@@H](CC(=O)NCc3cccnc3)O[C@H](CO)[C@@H]1O2 | i | 0 | -2 | -15 | -8 | 1 | -1 | -8 | 0
NCCCCC(=O)O | i | -5 | 9 | 3 | -4 | -3 | 1 | -3 | -5
Brc1ccc2[nH]c3c(NCc4ccccn4)ncnc3c2c1 | i | -3 | -3 | -12 | 4 | 8 | -11 | -2 | 11
C/C(Cc1ccccc1)=N\NC(=O)CNC(=O)c1ccccc1Br | i | 3 | -1 | -13 | -2 | -6 | 7 | -2 | -3
O=C1CCCCCN1C(=O)c1ccc(C(=O)N2CCCCCC2=O)cc1 | i | 19 | -15 | 4 | -8 | 5 | -1 | -4 | -1
COc1ccc(Cc2nc3ccc(C(=O)N4CCCN(C=O)CC4)cc3o2)cc1 | i | 4 | 0 | 3 | -6 | 2 | -2 | -3 | 18
CCCCNC(=O)/C=C/c1ccc(S(=O)(=O)Nc2ccc(OC)cc2)cc1 | i | 10 | -3 | 0 | 7 | 4 | -1 | -3 | 0
CN(C)CCSc1nc(-c2ccccc2)nc2c1COC(C)(C)C2 | i | -7 | 4 | 3 | -3 | -15 | -3 | -4 | -6
CCOC(=O)C1CCN(Cc2coc3ccc(Cl)cc3c2=O)CC1 | i | -3 | 9 | -1 | 0 | 2 | 1 | -2 | -4
COC(=O)[C@@]12C[C@@H](CC(=O)N3CCCC3)C(=O)N(Cc3cccc4ccccc34)C1=CCC(C)(C)C2 | i | 7 | nt | nt | nt | -25 | nt | nt | 16
CCc1cccc(CC)c1NC(=O)c1ccccc1CCc1ccccc1 | i | -5 | 2 | -5 | 4 | -4 | -1 | 2 | -5
CNC(=O)Nc1cc(NC(=O)NC)cc(C(F)(F)F)c1 | i | -7 | 7 | 7 | -2 | 1 | 2 | -3 | -4
CCOC(=O)c1c(C)[nH]c(C(=O)CN2C(=O)C(=O)N(CC(C)C)C2=O)c1C | i | -9 | -5 | 1 | -1 | 3 | 2 | -7 | 2
COC(=O)c1cnc(Nc2nc(C(N)c3ccccc3Cl)cs2)nc1C(F)(F)F (stereo not drawn) | i | 4 | -10 | -2 | -10 | -1 | 2 | -11 | -2
COc1cccc(S(=O)(=O)Nc2cccnc2)c1 | i | -3 | 7 | 2 | -7 | 0 | -1 | -4 | 0
FC(F)(F)c1cccc(Sc2cc(C(F)(F)F)nc(-c3ccccn3)n2)c1 | i | 1 | -8 | -7 | 24 | -26 | -9 | -1 | 3
Cc1cc(C)c2nc(SC3CCOC3=O)cc(C)c2c1 (stereo not drawn) | i | 5 | -10 | -2 | 11 | 1 | -6 | -4 | 11
Cn1cnnc1SCC(=O)NCc1cccc(C(F)(F)F)c1 | i | 5 | -7 | -4 | -7 | 0 | 5 | -3 | -8
CCOC(=O)C1(C)CCCCN1C(=O)c1ccc(N(C)C)cc1 (stereo not drawn) | i | -5 | -1 | -2 | -9 | -1 | -6 | -7 | -11
COc1ccc(S(=O)(=O)N2CCC(C(=O)NCc3cccs3)CC2)cc1 | i | -13 | -1 | 4 | 3 | -5 | 2 | 0 | -13
Cc1ccc(-c2nnn(CC(=O)N(c3cccc(F)c3)C(C(=O)NC3CCCC3)c3ccco3)n2)o1 (stereo not drawn) | i | -1 | 2 | -7 | -6 | 3 | 4 | -1 | 1
CCN(CC(=O)NCCCN1CCOCC1)S(=O)(=O)c1ccc(F)cc1 | i | -10 | -9 | -6 | -7 | -2 | 1 | 0 | 4
C[C@H](CO)N1C[C@H](C)[C@@H](CN(C)Cc2ccc(C(=O)O)cc2)Oc2c(NS(=O)(=O)c3ccccc3)cccc2C1=O | i | 10 | 0 | -9 | -11 | 0 | -1 | -3 | -2
COc1cc2sc(-c3ccc(S(C)(=O)=O)cc3)c(-c3ccc4c(c3)OCO4)c2cc1OC | i | -2 | -10 | 5 | 80* | -7 | 4 | -9 | 16
COc1ccc(NC(NC(=O)c2ccc(OC)cc2)C(Cl)(Cl)Cl)cc1 (stereo not drawn) | i | -48 | -2 | -2 | 16 | 7 | 3 | -7 | 5
Cc1cc(C(=O)OCC(=O)Nc2nccs2)c2ccccc2n1 | i | -14 | -25 | 1 | -5 | -3 | 0 | -1 | -18
CCOc1ccc(C(=O)Nc2c3c(nn2-c2ccc(F)cc2)CS(=O)C3)cc1 (stereo not drawn) | i | 0 | -10 | 1 | -5 | -2 | 2 | 0 | 3
O=C(NCc1ccccc1)/C(=C\c1ccc([N+](=O)[O-])cc1)NC(=O)c1ccco1 | i | -1 | 0 | -51 | 15 | -1 | -2 | -4 | 8
CCN1CCCC(CO)(Cc2ccccc2)C1 (stereo not drawn) | i | -16 | 1 | -4 | -1 | 0 | 4 | -1 | 1
Cc1cccc(Cn2c(=O)oc3ccc(C)cc32)c1 | i | 12 | 5 | -10 | 8 | -3 | 2 | 1 | -8
CCc1nnc(NC(=O)CSc2nc3ccccc3c(=O)n2CCCOC)s1 | i | 11 | 9 | -1 | -4 | -9 | 2 | 0 | 8
CC(C)NC(=O)C(=O)NCCN1CCN(S(=O)(=O)c2ccc(Cl)cc2)CC1 | i | 11 | -6 | 3 | -6 | -3 | 3 | -3 | 0
Cc1ccc(S(=O)(=O)N(CC(=O)NC2CC3CCC2C3)c2ccccc2)cc1 (stereo not drawn) | i | -2 | -124 | 1 | 6 | -3 | -1 | -2 | -4
COc1ccc2cnn(Cc3ccccc3)c(=O)c2c1OC | i | 8 | 4 | 1 | -4 | 5 | -1 | 0 | -2
Nc1nc(N2CCOCC2)nc2ccccc12 | nt | -10 | 6 | 7 | -4 | -4 | 2 | -3 | -3
O=C(O)CCC(=O)Nc1ccc(Br)cc1C(=O)c1ccccc1Cl | i | -4 | -2 | -2 | -8 | 4 | 1 | -3 | -3
Cc1ccc(S(=O)(=O)N(Cc2cccc(Cl)c2)C(=O)N2CCN(C)CC2)cc1 | i | -6 | -11 | -4 | -4 | 3 | 2 | -7 | -3
COc1cccc(NC(=O)COc2ccc(Br)c(C)c2)c1 | i | 33 | 2 | -3 | 32 | 2 | 0 | -1 | 10
Cc1cc(C)n2nc(SCC(=O)Nc3ccc(F)cc3[N+](=O)[O-])nc2n1 | i | -4 | 13 | -9 | -2 | 0 | -2 | -3 | 2
Cc1ccc(S(=O)(=O)CC2CSc3nnc(C)c(=O)n32)cc1 (stereo not drawn) | i | -17 | -7 | -9 | -6 | -5 | 1 | 0 | -5
O=C(NCc1ccc2c(c1)OCO2)C1CCC(CNS(=O)(=O)c2ccccc2)CC1 (stereo not drawn) | i | 2 | -14 | 0 | -1 | -1 | 1 | 2 | 10
Cc1cccc(NS(=O)(=O)c2ccc3oc(=O)ccc3c2)c1C | i | 4 | 3 | 0 | -12 | 1 | 3 | -2 | 10
Cn1c(-c2ccccc2)c(C(=O)CCl)c2ccccc21 | i | -3 | 6 | 5 | 7 | -7 | 0 | -14 | -12
Cc1ccc(C(C)n2cc(C(=O)NCCN3CCN(C)CC3)nn2)cc1 (stereo not drawn) | i | -15 | 6 | -5 | -10 | -1 | -1 | -2 | 0
COc1ccc(NC(=O)COC(=O)C23CCC(=O)N2c2ccccc2S3)cc1 (stereo not drawn) | i | -25 | 18 | -10 | -10 | 6 | 2 | -8 | -8
CCCCCOc1ccc(CSCCNC(=S)Nc2ccccc2)cc1 | i | -6 | 3 | -8 | -1 | -4 | 5 | -3 | 6

Next part.
SMILES | Neddylation inh | SKN-1 block | PABP1 MLLE inh | E coli Lon inh | FAS TE block | MT1-MMP act inh | Rin1 Abl inh | MsrA act | NRP1-CendR mod
Cc1c(NC(=O)C(C)Oc2ccc(Br)cc2Cl)c(=O)n(-c2ccccc2)n1C (stereo not drawn) | i | 4 | -16 | 0 | -3 | 5 | 1 | 0 | -4
Cn1c(Cc2csc(N)n2)nnc1SCC(=O)NC1CCCCC1 | i | 3 | -3 | -8 | -6 | 2 | 4 | -4 | 4
O=C(COC(=O)c1cc(=O)[nH]c2ccccc12)NC1CCCCC1 | i | 7 | 9 | 7 | -5 | 6 | -5 | -2 | -13
COc1ccc(Cl)cc1NC(=O)COC(=O)CCc1cc(OC)c(OC)c(OC)c1 | i | 8 | -5 | -2 | 8 | 1 | -3 | -1 | 13
